Screens as filed in PubChem BioAssay.
Bcl-W Bim block: inhibitors of Bim-Bcl-W interaction, human. Q92843. bead-based flow cytometry, Bim peptide-Bcl-W binding. inhibition, % at 10 µM. 190,000 compounds, 0.02% hits. AID 952;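 also: 0% = bound tracer without compound and 100% = peptide blocker; higher means less fluorescent Bim peptide bound to Bcl-W beads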
Target sequence (Q92843 whole entry, looked up): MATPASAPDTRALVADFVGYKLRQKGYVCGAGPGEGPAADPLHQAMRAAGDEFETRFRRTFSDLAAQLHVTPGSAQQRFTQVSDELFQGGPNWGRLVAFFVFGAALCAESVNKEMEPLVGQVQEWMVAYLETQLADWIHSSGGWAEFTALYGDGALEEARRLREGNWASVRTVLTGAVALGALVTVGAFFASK
Rab2 wt GTP: changes GTP binding to wildtype dog Rab2A, up or down; GST-Rab2 wt beads, Bodipy-GTP binding, flow cytometry; GTP binding activity, % at 10 µM; 190,000 compounds, 0.19% hits;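 active = GTP binding activity at least 20 points away from 100%, either lowered or raised; inconclusive = signal likely due to the compound's own green fluorescence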;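 also: 0% = beads with excess unlabeled GTP and 100% = no-compound control corrected for plate trend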
Rac1 wt GTP bind: human Rac1 wildtype GTP binding, inhibitors and activators | P63000 | GST-Rac1 beads, fluorescent GTP binding, flow cytometry; actives lie on both sides; 0 = cold GTP competed, 100 = untreated | GTP binding activity (% of control), % at 10 µM | 190,000 compounds, 0.27% hits | AID 757;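 active = GTP binding activity at least 20 points away from the 100% control level, either lower or higher; inconclusive = compound flagged as likely green fluorescent, judged across all proteins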
Cdc42 wt: human Cdc42 wildtype GTP binding change, either direction. 190,000 compounds, 0.2% hits. percent activity (GTP binding), % at 10 µM. P60953. GST-Cdc42 beads, Bodipy-GTP binding, flow cytometry; actives lie on both sides;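 active = percent activity GTP binding at least 20 points away from the 100% baseline, either down as inhibitor or up as activator; inconclusive = compound flagged as likely green fluorescent from well-wide comparison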;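 also: median bead fluorescence of bound Bodipy-FL-GTP at 100 nM; 0% = excess unlabeled GTP control and 100% = no compound control; below 100% means less GTP binding so inhibitor and above means activator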
Target sequence (P60953 whole entry, looked up): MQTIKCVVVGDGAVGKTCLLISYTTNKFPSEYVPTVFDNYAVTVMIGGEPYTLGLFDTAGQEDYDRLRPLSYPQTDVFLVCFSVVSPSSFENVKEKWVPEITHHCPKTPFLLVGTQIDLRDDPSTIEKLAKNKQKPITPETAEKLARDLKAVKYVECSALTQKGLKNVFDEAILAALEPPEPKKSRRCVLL
HRas wt GTP bind: changes GTP binding to wildtype human HRas; P01112; GST-Ras wt beads, Bodipy-FL-GTP binding, flow cytometry; actives lie on both sides; GTP binding activity, % at 10 µM; 190,000 compounds, 0.14% hits;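 active = GTP binding activity at least 20% away from the 100% baseline, either lowered as inhibitor or raised as activator; inconclusive = flagged as likely green fluorescent, judged across all proteins in the well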;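 also: 0% = unlabeled GTP competition control and 100% = no-compound control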
Target sequence (P01112 whole entry, looked up): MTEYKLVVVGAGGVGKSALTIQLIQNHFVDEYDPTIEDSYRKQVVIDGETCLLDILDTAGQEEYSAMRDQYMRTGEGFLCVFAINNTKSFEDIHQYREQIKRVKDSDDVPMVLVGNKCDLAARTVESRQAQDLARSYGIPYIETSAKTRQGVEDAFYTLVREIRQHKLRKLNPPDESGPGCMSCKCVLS
Rab7 wt modul: dog Rab7 wildtype GTP binding, inhibitors and activators. AID 758. GST-Rab7 beads, fluorescent GTP binding, flow cytometry; actives lie on both sides; untreated = 100%, excess cold GTP = 0%. 190,000 compounds, 0.055% hits. GTP binding activity (percent of control), % at 10 µM;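 active = fluorescent GTP binding to Rab7 beads changed by at least 20 points from the 100% baseline, either direction, mostly lower; inconclusive = compound itself probably fluorescent, or too few beads counted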;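 also: median green fluorescence of bound Bodipy-FL-GTP per Rab7 bead population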
Bcl-2 Bim block: inhibitors of Bim-Bcl-2 interaction, human; inhibition, % at 10 µM; Bead-based flow cytometry, Bim peptide-Bcl-2 binding; AID 950; 190,000 compounds, 0.06% hits; P10415; in the data active = inhibition above about 40%; inconclusive = no clear call, values can overlap the other calls;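 also: 0% = no compound wells with probe peptide and 100% = reference peptide inhibitor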
Rac1 act GTP bind: modulators of GTP binding to human Rac1 activated mutant | P63000 | GST-Rac1 activated beads, fluorescent GTP binding, flow cytometry; actives lie on both sides; 100% means binding = to untreated wells | percent activity (GTP binding), % at 10 µM | 190,000 compounds, 0.11% hits;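 active = GTP binding at least 20 percentage points away from the 100% baseline, in either direction, so actives lie on both sides; inconclusive = Compound likely fluorescent itself, or too few beads counted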
Bcl-B Bim block: disrupts Bim peptide binding to human Bcl-B. Q9HD36. bead-based flow cytometry. inhibition, % at 10 µM. 190,000 compounds, 0.073% hits. AID 951;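 also: 0% = tracer peptide without compound and 100% = reference inhibitor peptide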
Target sequence (Q9HD36 whole entry, looked up): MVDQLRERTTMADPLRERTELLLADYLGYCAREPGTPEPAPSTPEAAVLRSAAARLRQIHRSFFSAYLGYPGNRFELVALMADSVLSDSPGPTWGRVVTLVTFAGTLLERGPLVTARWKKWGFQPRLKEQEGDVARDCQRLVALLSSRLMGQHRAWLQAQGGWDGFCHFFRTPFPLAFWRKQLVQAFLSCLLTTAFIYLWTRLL
Bfl-1 Bim block: disrupts Bim binding to human Bfl-1; Q16548; Bead-based flow cytometry, Bim-Bfl-1 binding inhibition; inhibition, % at 10 µM; 190,000 compounds, 0.12% hits;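 also: 0% = wells without compound plus tracer and 100% = blocker peptide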
Bcl-XL Bim block: disrupts Bim peptide binding to human Bcl-XL; Q07817; bead flow cytometry, fluorescence; inhibition, % at 10 µM; 190,000 compounds, 0.04% hits
Target sequence (Q07817 whole entry, looked up): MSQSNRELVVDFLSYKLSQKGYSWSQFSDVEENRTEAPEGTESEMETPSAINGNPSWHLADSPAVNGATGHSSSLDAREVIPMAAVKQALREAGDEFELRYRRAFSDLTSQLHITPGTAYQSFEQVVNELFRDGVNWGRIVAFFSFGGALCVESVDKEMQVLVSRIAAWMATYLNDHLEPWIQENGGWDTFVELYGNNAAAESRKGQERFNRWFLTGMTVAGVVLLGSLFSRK
Numbers without * were called inactive; ? = inconclusive; & = joins results of further samples. Rule as the data show it, unless noted: active = inhibition above about 40%.

Order of results – Rac1 wt GTP bind	Rab2 wt GTP	Cdc42 wt	Rac1 act GTP bind	Rab7 wt modul	Bcl-XL Bim block	Bcl-W Bim block	Bfl-1 Bim block	Bcl-2 Bim block	HRas wt GTP bind	Bcl-B Bim block
#1 Cc1cc(C(=O)CN2C(=O)C(=O)N(Cc3ccccc3)C2=O)c(C)n1CC1COc2ccccc2O1 (stereo not given)
  103	95	99	98	96	-3	0	-1	0	99	-1
#2 CCOc1c(OC(C)=O)ccc(/C=C2\N=C(SCC)SC2=O)c1[N+](=O)[O-]
  91	94	91	97	99	-5	-2	0	-2	94	-4
#3 Cc1ccc(NC(=O)CN(C)C(=O)c2cc3ccccc3o2)cc1
  98	98	96	95	102	-1	0	-6	-2	100	-3
#4 Nc1nc(CSc2nnc(-c3cccc(F)c3)n2-c2ccccc2)nc(N2CCOCC2)n1
  103	100	102	101	99	-3	-3	-1	-2	99	-7
#5 O=C(Nc1ccccc1)Nc1snnc1C(=O)Nc1cccc(O)c1
  101	98	94	99	99	-7	-4	-6	0	98	-8
#6 O=C(CN1CCCCCC1)N1c2ccccc2C=Cc2ccccc21
  105	101	103	101	100	0	-1	-10	0	103	-2
#7 Cc1ccc(C)c(CSCC(=O)NCc2cccs2)c1
  ?	?	?	?	?	-2	-2	-3	-5	?	-4
#8 COc1cc(OC)c(/C=N/n2c(C)nnc2C)c(OC)c1
  104	106	100	105	105	-1	-3	0	2	104	-5
#9 COC(=O)c1ccccc1NS(=O)(=O)c1cn(C)c(=O)n(C)c1=O
  106	98	98	99	98	-3	0	-12	-11	98	-5
#10 Cn1c(=O)c(NC2CCCCC2)c2c3c(cccc31)C(=O)c1ccccc1-2
  93	101	96	92	103	5	6	4	3	96	-17
#11 CCCCN(CC)CCCNC(=S)Nc1ccc2nc(N3CCN(C)CC3)cc(C)c2c1
  100	98	99	99	100	-4	0	-3	-3	97	-6
#12 O=C(CSc1nnc(CNC(=O)c2cccs2)o1)Nc1ccc2c(c1)OCO2
  101	100	101	99	95	1	0	4	0	100	-1
#13 CC1CCc2nn(CC(=O)NC3CCCC3)cc2C1 (stereo not given)
  100	101	100	96	99	-4	0	-10	-3	99	-2
#14 O=C(CSc1nnc2ccccn12)NNC(=O)c1ccccc1
  102	97	98	96	102	-1	0	0	-5	99	-8
#15 O=c1cc(O)n(-c2ccc(F)cc2)c(=S)[nH]1
  104	99	101	99	100	-10	-5	-17	-10	100	-5
#16 CCOc1ccc(C(=S)N2CCOCC2)cc1
  90	95	93	91	95	-1	0	-2	-4	97	-3
#17 Cc1nc(-c2ccc(C(=O)NCCO)cc2)cs1
  99	100	97	95	104	0	-2	-5	-2	101	-4
#18 O=S(=O)(NC1CCc2ccccc21)c1ccc(S(=O)(=O)N2CCCC2)cc1 (stereo not given)
  106	101	102	99	97	-7	-5	-19	-9	101	-8
#19 COc1ccc(CCC(=O)NCc2cn3ccc(C)cc3n2)cc1
  98	95	97	96	95	-1	-5	-4	-3	96	-1
#20 Cn1c(SCC(=O)Nc2ccc(NC(=O)c3cccs3)cc2)nnc1-c1ccncc1
  102	100	100	99	99	-6	-4	-4	-5	99	-6
#21 Cc1nnc(NC(=O)c2c(-c3ccccc3)noc2C)s1
  94	94	94	92	97	-6	-3	-1	-4	96	-4
#22 O=C(NC1CCCCC1)N1CCN(c2ncccn2)CC1
  103	100	99	101	95	-2	-1	1	0	96	0
#23 Cc1cc(S(=O)(=O)N2CCCC2)ccc1OCC(=O)NCc1ccco1
  105	103	106	101	102	-5	-2	-16	-15	100	-11
#24 CCCN(CCC)S(=O)(=O)c1ccc(NC(=O)COc2ccccc2)cc1
  102	101	101	99	100	-3	0	-1	-3	101	-7
#25 COCc1cc(C)nc(SCC(=O)Nc2cc3c(cc2C#N)OCO3)c1C#N
  108	103	101	100	105	7	2	12	13	105	9
#26 CCN(CC)c1ccc2ccc(=O)oc2c1
  96	97	95	92	103	-5	-5	-17	-10	97	-7
#27 COc1ccc2c(c1)c(=O)c(C(=O)c1ccc(F)cc1)cn2CC(=O)Nc1ccc(F)cc1
  100	103	98	99	100	-4	-4	1	3	101	-2
#28 Cc1ccc(C(=O)NCCSC(C)(C)C)cc1
  95	100	98	95	98	0	0	-2	1	99	0
#29 COc1ccc(-c2cc(-c3ccc(N)cc3)nc(N)c2C#N)cc1OC
  87	90	91	91	93	-3	-5	-3	-1	92	-6
#30 Clc1nc(-c2ccccn2)nc2scc(-c3ccccc3)c12
  104	99	101	100	100	-3	0	0	0	101	0
#31 Cc1csc(NC(=O)C2CCN(S(=O)(=O)c3ccccc3F)CC2)n1
  97	95	97	100	94	-5	-3	-5	-4	95	-5
#32 Cc1ccc2nc(/C=C/c3cccc(F)c3)ccc2c1
  104	101	105	94	101	2	0	1	1	100	2
#33 C=CCNC(=O)CSCc1ccc(Br)cc1
  89	92	89	89	102	-1	-2	0	0	94	1
#34 Cc1cc(C(=O)COC(=O)c2ccc(O)cc2)c(C)n1CC1COc2ccccc2O1 (stereo not given)
  97	101	95	94	100	0	-2	-1	-3	95	-4
#35 COc1cccc(C(=O)NCC(=O)n2nc(C)cc2C)c1
  98	96	99	97	96	-4	-11	9	4	96	1
#36 CC(OC(=O)c1ccncc1)C(=O)Nc1cc(S(=O)(=O)N2CCCCC2)ccc1Cl (stereo not given)
  107	98	102	100	101	-6	-6	-19	-10	100	-6
#37 Cc1cccc(CSc2nnc(NC(=O)CSc3nnc(C)s3)s2)c1
  102	103	103	100	102	0	0	0	0	103	2
#38 CCOc1ccc(-c2noc(CCC(=O)O)n2)cc1
  101	98	98	101	100	0	0	-6	-11	99	-4
#39 Cc1ccc(Cn2c(C)cc3c(c2=O)C(c2cccs2)C(C#N)=C(N)O3)cc1 (stereo not given)
  104	101	102	98	103	1	1	-6	1	102	-5
#40 CC1=CC(C)(C)N(S(=O)(=O)c2ccc(F)cc2)c2ccc(C)cc21
  104	100	101	99	98	-9	0	-10	-8	99	-10
#41 COc1ccc(C(=O)NNC(=O)CCn2nnc(-c3ccc(C)cc3)n2)cc1OC
  99	96	96	98	100	0	3	0	1	97	-3
#42 Cc1nn(Cc2ccccc2)c(Cl)c1/C=C1\NC(=S)NC1=O
  95	96	98	96	96	-2	-2	-3	-7	94	-5
#43 CCOc1ccc(N(C(=O)Cn2nnc3ccccc32)C(C(=O)NC(C)(C)CC)c2cccn2C)cc1 (stereo not given)
  104	100	98	99	96	-7	-2	3	-2	101	-3
#44 CCOc1ccc(S(=O)(=O)Nc2ccccc2SC)c2cccnc12
  97	97	99	94	98	-2	2	0	-2	98	-2
#45 Cc1ccc(NS(=O)(=O)c2ccc3c(c2)CCC(=O)N3)cc1C
  101	97	96	98	94	0	0	2	-1	98	5
#46 CCOC(=O)C1CCCN(CCCc2ccccc2)C1 (stereo not given)
  100&109	97&100	97&106	97&100	92&101	4&-6	5&-4	4&-3	5&-7	96&100	1&-4
#47 CCOC(=O)C(C(=O)Nc1ccccc1C)C1CCCCC1 (stereo not given)
  102	99	100	99	101	-13	-5	-9	-8	97	-8
#48 Cc1cccc(OC(=O)NCCOC(=O)N(O)c2ccc(Cl)cc2)c1
  98	97	96	99	100	28	19	20	6	98	20
#49 Cc1cccc(OCC(=O)N/N=C/c2ccc3c(c2)OCO3)c1
  82	83	77*	78*	92	-1	0	-3	0	85	-1
#50 COc1cc(OC)cc(OCC(O)Cn2cnc3cc(C)c(C)cc32)c1 (stereo not given)
  98	101	100	99	101	-5	-1	-13	-4	100	-5
#51 CCOC(=O)NC(=O)c1cn(CCN(C)C)c(=O)[nH]c1=O
  104	100	103	98	96	-5	0	1	1	99	-1
#52 Cc1ccc(Oc2ccc(C(=O)NC3CCSC3=O)cn2)cc1 (stereo not given)
  94	93	96	95	92	-2	-3	-1	0	95	0
#53 O=[N+]([O-])c1ccc(N/N=C\c2ccccc2OCc2ccccc2)cc1
  104	97	99	99	100	-3	-1	0	0	100	-2
#54 O=c1oc(-c2cccs2)nc2c1cnn2-c1ccccc1
  101	99	101	99	97	0	11	0	1	99	-7
#55 COc1ccc(C)cc1N(CC(=O)Nc1ccc2c(c1)OCCO2)S(C)(=O)=O
  96	97	96	94	102	-3	-3	-5	-5	97	-6
#56 Clc1ccccc1-c1nnc(CNC2CC2)o1
  98	94	96	95	95	-4	-5	3	-2	94	-25
#57 CC1=CC(c2ccccc2)=Nc2ccc(C)cc2N1
  103	95	100	99	96	-4	-3	-2	0	99	-5
#58 CCCCCOC(=O)CC(C(=O)OCCCCC)N1CCCCC1 (stereo not given)
  99	93	95	96	91	-5	-5	-8	3	95	-5
#59 Cc1cccc2c(-c3ccccc3)cc(=O)[nH]c12
  99	96	97	96	97	-4	-5	-1	-3	98	-6
#60 Cc1ccc(C23CC4CC(CC(NC(=O)NCCN(C)C)(C4)C2)C3)cc1
  94	96	92	96	97	-3	-5	-3	0	93	-6

Carrying on:
Order of results – Rac1 wt GTP bind	Rab2 wt GTP	Cdc42 wt	Rac1 act GTP bind	Rab7 wt modul	Bcl-XL Bim block	Bcl-W Bim block	Bfl-1 Bim block	Bcl-2 Bim block	HRas wt GTP bind	Bcl-B Bim block
#61 CCOc1ccc(/C(O)=C2\C(=O)C(=O)N(CCOCCO)C2c2ccccc2OC)cc1 (stereo not given)
  97	98	96	95	94	-1	2	-2	5	98	4
#62 COC(=O)Nc1ccc(S(=O)(=O)N2CCC(C(=O)N3CCCCC3C)CC2)cc1 (stereo not given)
  101	98	97	100	101	0	1	-6	-2	99	-4
#63 CC(C)n1nc(C(=O)Nc2nc3ccccc3[nH]2)c2ccccc2c1=O
  96	98	97	96	103	0	0	-4	0	96	0
#64 Cc1ccccc1-c1noc(C2CCCCC2)n1
  99	98	99	95	101	1	1	-10	-4	100	-7
#65 O=C(COc1ccc2c(c1)OCO2)Nc1ccc2c(c1)oc1ccccc12
  102	96	102	99	95	-1	0	-8	-8	97	-8
#66 CCn1cc(CNCc2cn(C)nc2-c2ccc(C3CCCCC3)cc2)cn1
  100	99	97	95	106	-4	-2	-7	-4	99	-6
#67 CC1CN(CC(=O)Nc2ccc([N+](=O)[O-])cc2Br)CC(C)O1 (stereo not given)
  100	95	97	96	94	-5	-1	-6	-3	95	-5
#68 CS(=O)(=O)N(CC(=O)N1CCCC1)c1cccc(Cl)c1
  101	102	102	99	100	-6	-1	-17	-14	100	-11
#69 O=C(COc1ncnc2cc([N+](=O)[O-])ccc12)N(CCc1ccccc1)Cc1ccccc1
  93	93	95	98	92	-3	-2	-11	-5	94	-6
#70 CCCNC(=O)C1CC(=O)N(c2ccc(OCC)cc2)C1 (stereo not given)
  102	100	104	96	103	0	2	-3	-2	98	0
#71 COc1ccc(N=C2S/C(=C\c3ccc(N4CCOCC4)o3)C(=O)N2CCc2c[nH]c3ccccc23)cc1
  ?	?	?	?	?	-7	0	0	-10	?	-15
#72 COc1ccc(/C(C)=N/NC(=O)c2nc(C)cc(C)n2)cc1
  110	105	102	103	101	-5	1	-7	-8	104	-6
